HCMV antiviral: qHTS Assay for inhibitors of the human cytomegalovirus (HCMV). HFF cells, HCMV-luciferase reporter, 72 h; active compounds read low. activity change, negative = inhibition, % at 57.5 µM. 410,000 compounds, 4.5% hits; in the data active = activity change below about -60%; inconclusive = no clear call, values can overlap the other calls; inactive = above about -39%
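Compounds were evaluated in HFFs infected with an HCMV luciferase reporter virus (MOI 1 PFU/cell). Luciferase in lysates collected 72 h post infection served as the replication measure.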
AmpC inh no detg: qHTS Inhibitors of AmpC Beta-Lactamase (assay without detergent). AmpC nitrocefin hydrolysis, absorbance 480 nm, 0.0001% Triton. Potency, µM (top dose mostly 57.1 µM), for inactives: at the highest dose activity change, negative = inhibition, most hits filed as inhibitors. 330,000 compounds, 0.52% hits;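 also: potency is read from the fitted curve at half-maximal effect; plate controls were no compound for no effect and no enzyme for full effect; nearly all actives have a fitted effect of over 20% in size; some results filed as inactive show a strong effect at the top dose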
Target sequence (P00811 whole entry, looked up): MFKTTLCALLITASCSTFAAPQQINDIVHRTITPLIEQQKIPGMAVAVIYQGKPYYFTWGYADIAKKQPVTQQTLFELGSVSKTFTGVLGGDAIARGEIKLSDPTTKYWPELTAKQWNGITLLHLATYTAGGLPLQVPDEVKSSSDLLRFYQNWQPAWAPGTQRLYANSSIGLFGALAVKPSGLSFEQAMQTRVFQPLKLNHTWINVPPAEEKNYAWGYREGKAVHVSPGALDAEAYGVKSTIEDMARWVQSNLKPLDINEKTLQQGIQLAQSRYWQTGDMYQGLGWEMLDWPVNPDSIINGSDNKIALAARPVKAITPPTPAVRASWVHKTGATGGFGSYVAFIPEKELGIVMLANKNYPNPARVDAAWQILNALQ
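AmpC (5.3 nM in the dispensed reagent) in 20 mM phosphate pH 7.0 with 0.01% (detergent screen) or 0.0001% Triton X-100 was preincubated with compounds for 15 min at room temperature. Nitrocefin was then added from an 800 uM solution, and hydrolysis was followed at 480 nm.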
Tb PYK inh: qHTS of Trypanosoma Brucei Inhibitors. TbPYK enzyme, Kinase-Glo Plus ATP luminescence, 45 min. Potency, µM (series often up to 76.8 µM), for inactives: at the top dose activity, negative = inhibition, usual class: inhibitors. 410,000 compounds, 0.12% hits. AID 624173, 2012; also: potency is read from the fitted curve at half-maximal effect; nearly all actives have a fitted effect of over 50% in size
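Luminescent Kinase-Glo Plus end-point after 45 min room-temperature reaction of T. brucei pyruvate kinase started with 130 uM ADP (final). Buffer TEA 50 mM pH 7.2 with KCl, MgCl2, BSA, Tween-20; titration-based qHTS with fitted concentration-effect curves.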
HCV inh: qHTS Assay for Inhibitors of Hepatitis C Virus (HCV); Potency, µM (titrated, usually from 41.8 µM), without a hit: top-dose activity change, negative = inhibition, most hits filed as inhibitors; Huh7.5.1 HCVcc-Cre infection, luciferase reporter, 44 h; AID 651820, 2012; 340,000 compounds, 3.4% hits; also: potency is read from the fitted curve at half-maximal effect
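Infectious HCVcc-Cre (~0.5 moi) was added to cells just after compound, with cells seeded 4 h earlier at 1,000 per well. Luciferase activity after 44 h culture reported infection; substrate was incubated 15 min at room temperature before reading.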
AMA1 RON2 block: qHTS for Inhibitors of AMA1-RON; Towards Development of Antimalarial Drug Lead: Primary Screen; 360,000 compounds, 0.2% hits; AlphaScreen AMA1-biotinylated RON2 peptide binding; Potency, µM (highest dose often 58.2 µM), for the others: at the highest dose activity change, negative = inhibition, actives largely listed as inhibitors;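 also: potency is read from the fitted curve at half-maximal effect; 0% = vehicle wells and -100% = peptide control; nearly all actives have a fitted effect of over 45% in size; some results filed as inactive show a strong effect at the top dose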
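AMA1 (3D7) with his tag at 25 nM final met compounds first, then biotinylated RON2 peptide at 25 nM; detection used donor plus acceptor beads, 10 µg/mL apiece, read by AlphaScreen after 30 min at room temperature.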
AmpC detergent: qHTS Inhibitors of AmpC Beta-Lactamase (assay with detergent); P00811; AmpC hydrolysis of nitrocefin, absorbance 480 nm, 0.01% Triton; Potency, µM (doses to about 114 µM), for inactives: at the highest dose activity change, negative = inhibition, most hits filed as inhibitors; 370,000 compounds, 0.041% hits;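 also: potency is read from the fitted curve at half-maximal effect; 0% = no-compound wells and -100% = no-enzyme wells; nearly all actives have a fitted effect of over 25% in size; some results filed as inactive show a strong effect at the top dose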
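AmpC (5.3 nM in the dispensed reagent) in 20 mM phosphate pH 7.0 with 0.01% (detergent screen) or 0.0001% Triton X-100 was preincubated with compounds for 15 min at room temperature. Nitrocefin was then added from an 800 uM solution, and hydrolysis was followed at 480 nm.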
LmPK inhibitor: qHTS Assay for Inhibitors of Leishmania Mexicana Pyruvate Kinase (LmPK). Q27686. Potency, µM (doses to about 57.5 µM), inactives show top-dose activity change, negative = inhibition, most hits filed as inhibitors. AID 1721, 2009. 290,000 compounds, 0.37% hits. purified LmPK, Kinase-Glo ATP luminescence, 1 h; also: potency is read from the fitted curve at half-maximal effect
Target sequence (Q27686 whole entry, looked up): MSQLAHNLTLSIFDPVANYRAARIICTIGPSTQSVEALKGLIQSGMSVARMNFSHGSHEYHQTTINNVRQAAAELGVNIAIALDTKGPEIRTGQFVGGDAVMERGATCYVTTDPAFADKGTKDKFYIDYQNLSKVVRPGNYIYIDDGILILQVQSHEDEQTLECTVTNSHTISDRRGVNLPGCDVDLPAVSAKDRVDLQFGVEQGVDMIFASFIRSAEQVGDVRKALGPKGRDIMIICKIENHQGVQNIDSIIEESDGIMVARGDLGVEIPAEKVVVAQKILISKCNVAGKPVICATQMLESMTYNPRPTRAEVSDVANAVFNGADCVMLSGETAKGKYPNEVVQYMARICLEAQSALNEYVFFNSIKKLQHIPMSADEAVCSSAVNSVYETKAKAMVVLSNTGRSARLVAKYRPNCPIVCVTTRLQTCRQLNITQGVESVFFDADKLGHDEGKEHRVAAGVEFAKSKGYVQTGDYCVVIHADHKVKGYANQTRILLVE
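Purified LmPK (0.1 nM) converted ADP (0.1 mM) to ATP with PEP (0.5 mM) in imidazole buffer pH 7.2 with KCl and MgCl2, 1 h at room temperature. ATP was read by Kinase-Glo luminescence; data normalized to uninhibited and no-enzyme controls.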
Starred values were filed as active, the others as inactive; ? = inconclusive; · = not tested or not shown; & = joins results of further samples; [ ] = another dose, or the depositor's remark. Unless noted, calls follow the shape of the dose curve; as a rule, active = well fitted curve in the direction sought with a large enough effect; inconclusive = small, poorly fitted or top-dose-only effect, or another doubt; inactive = no such curve, though single readings can be large; an effect the other way counts as inactive or inconclusive. Unless noted, % is scaled to controls: 0 for no effect and ±100 for the full control effect.

structure,AMA1 RON2 block,AmpC detergent,HCV inh,AmpC inh no detg,HCMV antiviral,Tb PYK inh,LmPK inhibitor
CCC1CCCCN1S(=O)(=O)c1ccc(NC(=O)C2CCCO2)cc1 (configuration not stated),-3%,0%,12%,50%,-4,6%,-1%
Cc1cc(C)c(NC(=O)C(C)n2c(=O)cc(-c3ccccc3)c3c(C)nn(C)c32)c(C)c1 (configuration not stated),·,22%,·,·,13,-4%,·
Cc1cc(C)cc(COc2ccc3c(C)c(CC(=O)O)c(=O)oc3c2C)c1,-1%,-16%,15%,-15%,-16,-13%,5%
O=C1CCCC(O)=C1C=Nc1ccc(O)cc1,-8%,-4%,12%,-23%,-7,-1%,-3%
O=C(Nc1nnc(CCN2CCCCC2)s1)c1ccccc1,11%,-3%,11%,-11%,-20,-1%,4%
CC1(CC(=O)N/N=C/c2ccc(-c3ccc(C(=O)O)cc3)o2)OCCO1,27%,-12%,14%,-18%,44,-10%,0%
C=CCn1c(SCc2nc3sc(C(=O)O)c(C)c3c(=O)[nH]2)nnc1-c1ccccc1,-6%,-8%,10%,-29%,35,-15%,1%
CCCOc1ccc(/C=C2\SC(N)=NC2=O)cc1OC,-6%,-13%,-8%,-10%,185,-1%,2%
N#CC1=C2SCN(C3CCCCC3)CN2C(=O)CC1c1ccc(Cl)cc1 (configuration not stated),·,1%,·,·,1,?,·
COc1ccc(NC(=O)c2ccc(NC(=O)C(C)C)cc2)c([N+](=O)[O-])c1,-12%,-12%,-7%,-8%,8,-2%,2%
O=C(Cn1cc(S(=O)(=O)Cc2ccccc2Cl)c2ccccc21)Nc1cccc(C(F)(F)F)c1,·,-1%,·,·,0,7%[15.4 µM],·
CC(C)NC(=O)C(c1ccc(F)cc1)N(C(=O)CCC(=O)Nc1ccccn1)C1CCCC1 (configuration not stated),2%,-10%,-4%,108%[activator],-11,-1%,4%
CN(CCn1ccnc1)Cc1cn(Cc2ccccc2)nc1-c1ccc2c(c1)OCO2,-12%,-6%,-20%,42%,0,3%,3%
Cc1noc(C)c1C(=O)NCCc1ccc(S(N)(=O)=O)cc1,0%,2%,16%,-5%,2,-2%,-5%
CCOCCn1c(-c2ccccc2)nc2ccccc21,3%,2%,17%,-8%,-35,-3%,8%
O=C1C=C(c2cccc(O)c2)C[C@@H](c2ccc(F)cc2)C1,2%,-8%,-17%,-15%,14,0%,·
O=C(NC1CCSc2ccccc21)c1ccccc1Cl (configuration not stated),-18%,-12%,-1%,-25%,1,-12%,-2%
COC(=O)c1sccc1NC(=O)c1ccc(C#N)cc1,23%,3%,-5%,-12%,·,-13%,-7%
CCCCCCNCc1ccc(Br)cc1,-5%,0%,-10%,-25%,?,-9%,0%
CN(Cc1cccc(F)c1)C(=O)CNS(=O)(=O)c1ccc2ccccc2c1,-17%,-1%,25%,-18%,-3,-4%,-1%
CN(Cc1ccccc1)c1ccc(N2C(=O)CCCC2=O)cc1[N+](=O)[O-],-10%,-10%,9%,-7%,?,0%,-2%
COc1ccccc1OCCn1c(=O)oc2ccc(C)cc21,-8%,4%,-17%,-16%,34,7%,3%
C[C@H]1CC[C@]2(O[C@@H](CCO)C[C@@H](O)[C@@H]2O)O1,-19%,·,7%,·,12,1%,·
Cc1ccccc1S(=O)(=O)NC(=O)C1(C)CCN1C(=O)COc1ccc(Cl)cc1 (configuration not stated),0%,·,·,·,-17,1%,·
CC(O)CNc1ccc([N+](=O)[O-])c2cccnc12 (configuration not stated),-5%,0%,2%,-1%,47,3%,-1%
COc1ccc(-c2nc(N)ncc2-c2csc(C)n2)c(O)c1OC,13%,-2%,8%,-28%,-5,3%,4%[11.5 µM]
CC(=O)Nc1ccc(S(=O)(=O)N(CC(=O)NC2CC2)Cc2ccccc2)cc1,-2%,·,2%,0%,-1,0%,·
CC(C)NC(=O)C(OC(=O)c1ccccc1)C(OC(=O)c1ccccc1)C(=O)O (configuration not stated),0%,1%,-5%,-10%,-19,-14%,-4%
Cn1c(=S)sc2ccc3ccccc3c21,0%,·,?,·,-11,-5%,·
O=S(=O)(NC12CC3CC(CC(C3)C1)C2)c1ccc(F)cc1,-4%,-11%,-25%,-30%,-11,2%,3%
CC(C)c1ccc(N2C(=O)CSC23C(=O)N(Cc2ccccc2)c2ccccc23)cc1 (configuration not stated),·,18%,·,·,-12,0%,·
COc1cc(-c2ccc3oc(-c4ccsc4)cc(=O)c3c2)cc(OC)c1OC,-11%,·,?,93%[activator],31,6%,·
CCC(CC)C(=O)Nc1nnc(S(=O)(=O)N(C)c2cc(C)cc(C)c2)s1,·,-9%,·,·,93,2%,·
Cc1nnc(NC(=O)C(C)Oc2ccc3c(C)cc(=O)oc3c2)s1 (configuration not stated),-3%,-1%,-1%,-22%,60,-1%,2%
CC(C)CCn1nnnc1C(c1ccccc1)N1CCC(C(N)=O)CC1 (configuration not stated),-9%,8%,3%,86%[activator],12,1%,4%
Cn1nc(C(=O)NCc2cccs2)c2ccccc2c1=O,-1%,-6%,-4%,-20%,37,5%,3%
Cc1ccc2nc(-c3cccc(SC4CCCCC4)c3)c(NC3CCCCC3)n2c1,0%&9%,·,17%,-51%,-12&-15,1%&5%,·
C/C(CC(=O)Nc1cccc(Cl)c1Cl)=N\NC(=O)c1ccccc1C,71%[activator],3%,26%,-44%,-15,1%,-4%
CCOc1ccc(NC(=O)CN(Cc2ccccc2)S(=O)(=O)c2ccc3nc(C)sc3c2)cc1,·,-6%,·,·,-26,-11%,·
CC1CCCC(NC(=O)CCS(=O)(=O)c2ccc3c(c2)NC(=O)CS3)C1C (configuration not stated),3%,0%,1%,-20%,-24,-19%,-4%
c1ccc(C(c2ccccc2)N2CCN(c3nc4ccccc4n4cnnc34)CC2)cc1,-14%,0%,?,-4%,-99*,4%,8%
Cc1cccc(N=Cc2ccccc2O)c1C,21%,·,·,·,-29,1%,·
CN(C)c1nc(OCCNC(=O)Nc2ccccc2)nc(N2CCOCC2)n1,0%,-2%,?,-13%,-15,4%,-1%
CCOC(=O)c1[nH]c2ccc(OC)cc2c1NC(=O)C(C)N1CCC2(CC1)OCCO2 (configuration not stated),·,?,·,34%,·,·,-3%
Cc1coc(C)c1C(=O)CC1(O)C(=O)N(Cc2ccccc2)c2ccccc21 (configuration not stated),29%,-2%,7%,·,-28,-20%,0%
O=C(O)c1ccc(NS(=O)(=O)/C=C/c2ccccc2)cc1,0%,5%,10%,-23%,16,-9%,4%
Nc1nnc(SCC(=O)c2ccc3c(c2)NC(=O)CO3)s1,-3%,-8%,11%,-26%,-26,-8%,3%
Cc1cc(C)c(CSc2ncnc3nc[nH]c23)c(C)c1,22%,3%,10%,-16%,43,-2%,-3%
O=C(NC1CCCCC1)c1cc2c(Cl)nc3ccccc3c2s1,·,14%,·,·,-9,3%,·
CC(C)(C)C(=O)Nc1nc(NC(=O)C(C)(C)C)nc(-c2ccccc2Cl)n1,-4%,-11%,-10%,36%,-7,0%,4%
CCC(=O)Nc1sc2c(c1C#N)CC(C)(CC)OC2 (configuration not stated),-4%,?,?,-10%,-10,·,1%
Cc1cc(C)cc(NC(=O)C(=O)NCC(c2cccnc2)N2CCc3ccccc3C2)c1 (configuration not stated),·,20%,·,·,-6,-5%,·
O=C(CS(=O)(=O)c1cccc2nsnc12)Nc1ccc(F)cc1F,·,8%,·,·,26,4%,·
c1ccc(-c2csc(CN3CCCCC3)n2)cc1,-11%,·,-3%,·,?,-6%,·
CN1CCc2c(sc3nc(SCC(=O)N4CCOCC4)n(-c4ccc(Cl)cc4)c(=O)c23)C1,-11%,-18%,?,94%[activator],5,4%,10%
O=C(CC1SC(=Nc2ccc(O)cc2)NC1=O)Nc1ccccc1 (configuration not stated),?,-3%,-3%,-41%,·,2%,-14%

Entries listed so far containing a furan ring, fused or not:
structure,AMA1 RON2 block,AmpC detergent,HCV inh,AmpC inh no detg,HCMV antiviral,Tb PYK inh,LmPK inhibitor
CC1(CC(=O)N/N=C/c2ccc(-c3ccc(C(=O)O)cc3)o2)OCCO1,27%,-12%,14%,-18%,44,-10%,0%
Cc1coc(C)c1C(=O)CC1(O)C(=O)N(Cc2ccccc2)c2ccccc21 (configuration not stated),29%,-2%,7%,·,-28,-20%,0%

Entries of single compounds, quoted from the list. Order of screens: AMA1 RON2 block, AmpC detergent, HCV inh, AmpC inh no detg, HCMV antiviral, Tb PYK inh, LmPK inhibitor
Record of `O=C(CC1SC(=Nc2ccc(O)cc2)NC1=O)Nc1ccccc1` (configuration not stated) : ?, -3%, -3%, -41%, ·, 2%, -14%
Record of `O=C(CS(=O)(=O)c1cccc2nsnc12)Nc1ccc(F)cc1F` : ·, 8%, ·, ·, 26, 4%, ·
Record of `CC(C)(C)C(=O)Nc1nc(NC(=O)C(C)(C)C)nc(-c2ccccc2Cl)n1` : -4%, -11%, -10%, 36%, -7, 0%, 4%
Record of `Cc1ccc2nc(-c3cccc(SC4CCCCC4)c3)c(NC3CCCCC3)n2c1` : 0%&9%, ·, 17%, -51%, -12&-15, 1%&5%, ·

Bioassay records from PubChem BioAssay.
